KCNH2 3.1 block: inhibitors of human KCNH2 3.1 potassium channel isoform; activity change, % (tested at about 1.8 µM); AID 720553; U2OS KCNH2 3.1, thallium flux FluxOr; hits give low values; 0.95% of 340,000 active;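 active means maximum activity change below -70%; inconclusive means maximum activity change from -70% to -50%; inactive means maximum activity change above -50%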;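 further: thallium influx rate constant from kinetic fluorescence after stimulation buffer; on the % scale 0 is the no-effect control and ±100 the full control effect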
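Normalized rate constant (relative to positive and negative DMSO controls) derived from a 2 min kinetic fluorescence read after stimulation; U2OS cells expressing the 3.1 isoform via virus at 1.77 x 10^8 /mL.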
TRPV1 agonist: agonists of human vanilloid receptor 1 (TRPV1); Q8NER1; TRPV1-expressing cells, Fluo-8 calcium influx, agonist mode; activation, % at 8.33 µM; 0.19% of 320,000 active; in the data active means activation above about 80%; inconclusive means between about 30% and that limit; further: 0% is about no effect
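Fluo-8 calcium influx in TRPV1-expressing cells, kinetic read (ex 480/em 520 nm). Compound added and read 3 min for agonist activity, followed by capsaicin at EC20 final and 2 min further read for enhancement.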
KCNH2 WT inh: blocks the wildtype human KCNH2 potassium channel; U2OS, BacMam KCNH2, thallium flux FluxOr; hits give low values; activity change, % at 1.84 µM; 0.37% of 340,000 active; Q12809;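 active means maximum activity change below -70%; inconclusive means maximum activity change between -70% and -50%; inactive means maximum activity change above -50%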; further: on the % scale 0 is the no-effect control and ±100 the full control effect
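U2OS cells transduced with wild-type KCNH2 virus are loaded with FluxOr dye for 45 min, and thallium flux is measured in kinetic reads before and after stimulation buffer. Rate constants are normalized to DMSO controls.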
FBPA coupling cs: coupling enzyme interference in Giardia aldolase counter-screen; activity change, negative = inhibition, % at 58.2 µM, hits read low; 0.67% of 290,000 active; coupling enzyme system counterscreen, AmpLite Red fluorescence; in the data active means activity change below about -30%; further: on the % scale 0 is the no-effect control and ±100 the full control effect
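Activity here indicates interference with the coupling reaction, not aldolase inhibition. Compounds at 57.5 uM final met coupling enzymes for 10 min at RT; substrate and AmpLite Red detection followed, with a 525/598 nm fluorescence read after 20 min.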
Giardia killer: kills Giardia lamblia. Giardia lamblia trophozoite viability. activity change, % at 7.66 µM, hits read low. 0.15% of 340,000 active. AID 540267; in the data active means activity change below about -80%; inconclusive means between about -30% and that limit;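 further: parasites exposed to compound for two days anaerobically before the ATP read; on the % scale 0 is the no-effect control and ±100 the full control effect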
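Luminescent ATP signal served as the viability read-out, measured 15-30 min after adding ATP detection reagent to trophozoites that had been incubated with compounds for 48 hrs at 37 deg C anaerobically at 100 cells/well.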
MLL CXXC-DNA inh: blocks binding of human MLL CXXC domain to DNA; Q03164; MLL-CXXC / FITC-HOXA9 DNA fluorescence polarization; Potency, µM (highest dose often 115 µM), for the others: at the highest dose activity change, negative = inhibition, most hits filed as inhibitors; 0.037% of 290,000 active; AID 2662; active means well fitted inhibition curve with a large enough effect in the polarisation, with a control signal flat, not every such curve was filed as active; inconclusive means small, poorly fitted or top-dose-only effect, or effect the other way, or a change in a side signal; inactive means no such curve, though single readings can be large or run the other way; the % refers to the polarisation; further: potency means the concentration at half of the fitted maximal effect
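Steps: dispense CXXC domain solution (7 uM) → pin compounds or unlabeled HOX-A9 DNA control → 5 min ambient → add FLSN-HOX-A9 solution (50 nM) → spin → 30 min ambient → fluorescence polarization. Tris pH 7.5/NaCl/DTT/BSA buffer.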
GALK inh: galactokinase (human) inhibition. Purified GALK, Kinase-Glo residual ATP luminescence. AID 1868. Potency, µM (series often up to 57.5 µM), for the others: at the highest dose activity change, negative = inhibition, most hits filed as inhibitors. P51570. 0.007% of 270,000 active; further: potency means the concentration at half of the fitted maximal effect; on the % scale 0 is the no-effect control and ±100 the full control effect
Target sequence (P51570 whole entry, looked up): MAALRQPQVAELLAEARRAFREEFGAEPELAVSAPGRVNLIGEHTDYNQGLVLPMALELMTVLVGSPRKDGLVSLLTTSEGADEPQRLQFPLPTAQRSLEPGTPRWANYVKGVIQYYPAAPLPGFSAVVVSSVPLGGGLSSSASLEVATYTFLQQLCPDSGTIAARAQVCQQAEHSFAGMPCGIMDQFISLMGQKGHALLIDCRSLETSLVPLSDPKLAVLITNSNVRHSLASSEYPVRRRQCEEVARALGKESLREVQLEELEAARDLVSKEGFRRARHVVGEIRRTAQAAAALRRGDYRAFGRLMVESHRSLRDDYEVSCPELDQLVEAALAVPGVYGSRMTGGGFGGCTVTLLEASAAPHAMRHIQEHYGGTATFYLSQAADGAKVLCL
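Galactose (100 uM) and ATP (35 uM) were turned over by 5 nM GALK for 1 h at RT. Kinase-Glo Plus then converted the remaining ATP into a luminescent signal.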
B2AR arrestin: agonists driving beta-arrestin recruitment to human beta2-adrenergic receptor; P07550; beta-arrestin recruitment to beta2AR, cell-based reporter; Potency, µM (top dose mostly 46.1 µM), for the others: at the highest dose activation, actives largely listed as activators; 0.02% of 330,000 active; AID 492947;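 further: potency means the concentration at half of the fitted maximal effect; 0% = DMSO controls and full agonism = EC100 isoproterenol or metaproterenol; nearly all actives have a fitted effect of over 65% in size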
Target sequence (P07550 whole entry, looked up): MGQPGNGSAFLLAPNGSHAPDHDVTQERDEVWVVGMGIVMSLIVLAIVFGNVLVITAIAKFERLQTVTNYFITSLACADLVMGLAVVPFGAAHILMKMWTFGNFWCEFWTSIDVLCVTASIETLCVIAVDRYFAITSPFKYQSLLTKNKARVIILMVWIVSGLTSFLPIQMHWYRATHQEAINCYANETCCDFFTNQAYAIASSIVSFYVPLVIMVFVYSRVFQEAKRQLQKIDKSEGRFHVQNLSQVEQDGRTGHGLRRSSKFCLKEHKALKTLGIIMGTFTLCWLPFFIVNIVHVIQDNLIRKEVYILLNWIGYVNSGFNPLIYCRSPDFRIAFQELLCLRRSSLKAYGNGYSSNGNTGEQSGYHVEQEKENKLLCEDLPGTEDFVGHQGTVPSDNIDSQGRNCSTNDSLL
PKM2 activator: activators of human pyruvate kinase M2; Potency, µM (top dose mostly 57.5 µM), without a hit: at the top dose activation, usual class: activators; P14618; AID 1631; 0.34% of 260,000 active; purified PKM2, Kinase-Glo ATP luminescence, activation; response scale: 0% is enzyme alone, no compound; further: potency means the concentration at half of the fitted maximal effect; on the % scale 0 is the no-effect control and ±100 the full control effect; nearly all actives have a fitted effect of over 55% in size
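Purified hPK-M2 (>95%) run at intermediate activity with 0.1 mM ADP and 0.5 mM PEP in 50 mM imidazole pH 7.2, KCl, MgCl2; 1 h room temperature. ATP formed read by Kinase-Glo luminescence; normalized to uninhibited and no-enzyme controls.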
USP2a block: blocks human ubiquitin-specific protease USP2a; O75604; USP2 core, Ub-CHOP2 coupled fluorogenic reporter, 485/531; Potency, µM (highest dose often 38.3 µM), inactives show at the highest dose activity change, negative = inhibition, hits mostly inhibitors; 0.01% of 330,000 active;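 further: potency means the concentration at half of the fitted maximal effect; plate controls were DMSO wells for no effect and full inhibition by NEM control for full effect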
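Deubiquitinase activity read as fluorescence (485/531 nm) after Ub-CHOP2 cleavage activates the enterokinase reporter on its substrate; USP2 core 10nM, Ub-CHOP2 and substrate 25nM each, 30min compound preincubation then 60min RT; data normalized to NEM, curves fitted.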
Menin-MLL TR inh: inhibitors of human menin-MLL interaction, mutant MLL peptide; O00255; Menin + Texas Red MLL mutant peptide, fluorescence polarization; Potency, µM (doses to about 61.6 µM), for the others: at the top dose FP activity change, negative = inhibition, hits mostly inhibitors; 0.23% of 270,000 active; active means well fitted inhibition curve with a large enough effect in the polarisation, with a control signal flat, not every such curve was filed as active; inconclusive means small, poorly fitted or top-dose-only effect, or effect the other way, or a change in a side signal; inactive means no such curve, though single readings can be large or run the other way; the % refers to the polarisation; further: potency means the concentration at half of the fitted maximal effect; % of control where 0% means no effect; many of its hits are not listed in these tables
Starred values were filed as active, the others as inactive; ? = inconclusive; . = no result given; [ ] = dose if it differs, or a comment. Unless noted, the call rests on the fitted dose curve; in most records, active means well fitted curve in the direction sought with a large enough effect; inconclusive means small, poorly fitted or top-dose-only effect, or another doubt; inactive means no such curve, though single readings can be large; an effect the other way counts as inactive or inconclusive. A portion of the library; the hit share may differ from the screen's.

entry	molecule	KCNH2 3.1 block	TRPV1 agonist	KCNH2 WT inh	FBPA coupling cs	Giardia killer	MLL CXXC-DNA inh
1	CCOc1ccc(NC(=O)CSc2nccn2Cc2ccco2)cc1	-7	-2	-6	1	-1	0%
2	COc1ccccc1-c1ccc(SCC(=O)N2CCOCC2)nn1	15	5	-6	1	3	-1%
3	CC(C)OC(=O)c1cccc(NC(=O)c2ccccc2)c1	-1	?	5	-1	-15	0%
4	Cc1ccc(S(C)(=O)=O)cc1C(=O)OCC(=O)N1CCCC1=O	-2	-3	-2	.	?	.
5	CCOC(=O)c1[nH]c(C)c(C(=O)OCC(=O)N(CC)C2CCS(=O)(=O)C2)c1C (stereo not given)	8	-1	0	-6	-12	-5%
6	COc1ccccc1-c1nnc(SCC(=O)OC(C)C)o1	4	18	-8	2	-12	-2%
7	CC(=O)CC1OC(=O)C(Br)=C1NCc1ccccc1 (stereo not given)	4	-4	13	2	2	2%
8	O=C(O)C1Cc2c([nH]c3ccccc23)C(c2ccc3c(c2)OCO3)N1 (stereo not given)	18	?	-7	-1	11	7%
9	CCOC(=O)CN1C(=O)C(Sc2n[nH]c(-c3ccc(O)cc3)n2)CCc2ccccc21 (stereo not given)	40	-1	-2	4	-2	8%
10	Cc1ccc(CS(=O)(=O)CC(C)(O)c2ccc(Cl)cc2)cc1 (stereo not given)	-25	16	1	3	-8	-9%

entry	GALK inh	B2AR arrestin	PKM2 activator	USP2a block	Menin-MLL TR inh
1	6%	-0.8%	3%	-2%	-12%
2	-1%	-0.5%	3%	0%	-7%
3	0%	0.1%	8%	2%	11%
4	.	0.2%	.	2%	.
5	0%	-0.6%	-23%	1%	.
6	5%	.	4%	.	-15%
7	-2%	?	-2%	-1%	-9%
8	-2%	0.1%	0%	0%	1%
9	-4%	0.2%	-1%	4%	10%
10	1%	0.3%	.	2%	18%

8 structures out of the list, arranged by formula weight, lowest first:
entry	molecule	KCNH2 3.1 block	TRPV1 agonist	KCNH2 WT inh	FBPA coupling cs	Giardia killer	MLL CXXC-DNA inh
3	CC(C)OC(=O)c1cccc(NC(=O)c2ccccc2)c1	-1	?	5	-1	-15	0%
6	COc1ccccc1-c1nnc(SCC(=O)OC(C)C)o1	4	18	-8	2	-12	-2%
8	O=C(O)C1Cc2c([nH]c3ccccc23)C(c2ccc3c(c2)OCO3)N1 (stereo not given)	18	?	-7	-1	11	7%
10	Cc1ccc(CS(=O)(=O)CC(C)(O)c2ccc(Cl)cc2)cc1 (stereo not given)	-25	16	1	3	-8	-9%
2	COc1ccccc1-c1ccc(SCC(=O)N2CCOCC2)nn1	15	5	-6	1	3	-1%
1	CCOc1ccc(NC(=O)CSc2nccn2Cc2ccco2)cc1	-7	-2	-6	1	-1	0%
5	CCOC(=O)c1[nH]c(C)c(C(=O)OCC(=O)N(CC)C2CCS(=O)(=O)C2)c1C (stereo not given)	8	-1	0	-6	-12	-5%
9	CCOC(=O)CN1C(=O)C(Sc2n[nH]c(-c3ccc(O)cc3)n2)CCc2ccccc21 (stereo not given)	40	-1	-2	4	-2	8%

entry	GALK inh	B2AR arrestin	PKM2 activator	USP2a block	Menin-MLL TR inh
3	0%	0.1%	8%	2%	11%
6	5%	.	4%	.	-15%
8	-2%	0.1%	0%	0%	1%
10	1%	0.3%	.	2%	18%
2	-1%	-0.5%	3%	0%	-7%
1	6%	-0.8%	3%	-2%	-12%
5	0%	-0.6%	-23%	1%	.
9	-4%	0.2%	-1%	4%	10%

Additional records follow.
entry	molecule	KCNH2 3.1 block	TRPV1 agonist	KCNH2 WT inh	FBPA coupling cs	Giardia killer	MLL CXXC-DNA inh
11	O=C(O)CC1(CC(=O)Nc2ccc3ccccc3n2)CCCCC1	-4	0	3	1	8	6%
12	COC(=O)c1ccccc1NC(=O)C(=O)NCC1CCCO1 (stereo not given)	1	-1	-1	2	15	-4%
13	COc1ccc(Br)cc1CN(C)CC(=O)Nc1cccc(S(N)(=O)=O)c1	-17	6	1	0	-8	-1%
14	CCOC1OC(=O)C(Cl)=C1Nc1cc(C)ccc1C (stereo not given)	7	20	0	0	5	1%
15	O=C1C(=O)N(CCO)C(c2ccc(Br)cc2)/C1=C(\O)c1ccccc1 (stereo not given)	-13	1	-13	6	52[activator]	-6%
16	CCc1nnc(NC(=O)CCC(=O)NC2CCCCCCC2)s1	-17	-5	4	.	15	3%
17	Cc1ccc(S(=O)(=O)N2CCCCC2C(=O)NCc2ccco2)cc1 (stereo not given)	-16	2	-16	3	-10	4%
18	COc1cccc(-n2nnc3c(=O)n(CC(=O)N4CCC(Cc5ccccc5)CC4)cnc32)c1	-12	-1	3	5	-14	3%
19	O=C(N/N=C/c1ccc(F)cc1)c1cc(-c2ccco2)nc2ccccc12	1	1	-13	-10	15	-14%
20	CN(C)c1cccc2c(S(=O)(=O)Nc3ccccn3)cccc12	-11	0	3	-11	15	1%

entry	GALK inh	B2AR arrestin	PKM2 activator	USP2a block	Menin-MLL TR inh
11	1%	-0.5%	-2%	0%	.
12	1%	0.1%	-6%	2%	-20%
13	11%	0.4%	1%	3%	-13%
14	-1%	-0.1%	2%	4%	2%
15	7%	-0.6%	-16%[11.5 µM]	0%	0%
16	-2%	-0.3%	.	1%	.
17	2%	0.3%	11%	2%	-10%
18	-2%	-0.1%	-4%	-1%	4%
19	.	-0.1%	?	?	?
20	1%	-0.4%	15%	1%	-12%

(listing goes on)
entry	molecule	KCNH2 3.1 block	TRPV1 agonist	KCNH2 WT inh	FBPA coupling cs	Giardia killer	MLL CXXC-DNA inh
21	Cc1ccc(S(=O)(=O)NCCc2cc3ccc(C)cc3[nH]c2=O)cc1	9	3	-4	0	-12	-5%
22	Cc1ccc(SCC(=O)Nc2ccc(N3CCN(C)CC3)c(F)c2)cc1	-23	15	6	1	-12	1%
23	O=C(NCCc1ccccc1)C1=COCCO1	20	14	-15	.	9	.
24	O=C(Nc1cc(Cl)ccn1)C1(c2ccccc2)CC1(Cl)Cl (stereo not given)	-12	.	0	-4	-6	-1%
25	S=c1[nH]ccn1-c1ccc(Cl)cc1	0	2	-22	0	12	0%
26	NS(=O)(=O)c1ccc(N/N=C/c2ccncc2)cc1	-5	4	-7	1	11	40%[activator]
27	O=C(NCc1cccnc1)c1ccc2c(c1)OCO2	-3	-1	-6	-1	-18	-5%
28	O=C(CSc1nnc(-c2ccccc2)o1)NC(=O)Cc1ccccc1	11	.	2	.	-4	.
29	CN(C)CCCNC(CC(=O)Nc1cccc([N+](=O)[O-])c1)C(=O)O (stereo not given)	24	-2	-8	0	13	-1%
30	O=C(CNC(=O)c1cccs1)NCC(=O)OCC(=O)c1ccc([N+](=O)[O-])cc1	-15	3	3	1	5	0%

entry	GALK inh	B2AR arrestin	PKM2 activator	USP2a block	Menin-MLL TR inh
21	-1%	-1.0%	.	0%	-15%
22	2%	0.1%	-1%	2%	-20%
23	.	0.1%	.	0%	.
24	-4%	-0.6%	0%	0%	.
25	0%	0.0%	-7%	2%	-1%
26	-2%	0.3%	.	-1%	-7%
27	0%	0.1%	-1%	2%	0%
28	.	-0.1%	.	3%	.
29	1%	-0.7%	-6%	9%	1%
30	-1%	0.0%	2%	2%	-12%

The list continues.
entry	molecule	KCNH2 3.1 block	TRPV1 agonist	KCNH2 WT inh	FBPA coupling cs	Giardia killer	MLL CXXC-DNA inh
31	CC(C)CNC(=O)C1CCN(CC2CCCCC2)CC1	-9	1	-4	1	9	0%
32	COc1ccc(CNC(=O)CN(C(=O)c2csnn2)c2cccc3c2CCCC3)cc1	-8	0	4	3	-11	-17%
33	COc1ccc(NC(=O)c2ccc(-c3ccccc3C(F)(F)F)o2)cc1	-38	?	-6	0	5	6%
34	O=C(COc1cccc(C(F)(F)F)c1)Nc1ccccc1N1CCCCC1	14	21	-10	.	11	.
35	CCc1noc(C)c1C(=O)OC(C)C(=O)Nc1ccc(Cl)cn1 (stereo not given)	3	8	-7	.	0	.
36	CN(Cc1cn[nH]c1-c1ccc2c(c1)OCO2)C1CCOCC1	0	0	-2	2	5	-3%
37	COc1ccc(OC)c(NC(=O)C(=O)NCCC2=CCCCC2)c1	-8	2	1	-4	5	-3%

entry	GALK inh	B2AR arrestin	PKM2 activator	USP2a block	Menin-MLL TR inh
31	.	-0.4%	4%	-2%	-19%
32	1%	-0.2%	3%	2%	-6%
33	.	-0.7%	0%	-2%	4%
34	.	-0.1%	.	1%	.
35	.	0.1%	.	0%	.
36	0%	-0.1%	3%	12%	7%
37	-2%	-1.0%	1%	0%	12%

Source: PubChem (National Center for Advancing Translational Sciences (NCATS))
